Peg3 prom inh: inhibitors of Peg3 promoter. HeLa PEG-Prom luciferase reporter, luminescence, overnight. inhibition, % at 20 µM. 360,000 tested, 1.7% active;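 active means inhibition of at least 50% at 20 µM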
PDI turbidity: blocks human protein disulfide isomerase activity; P07237; PDI insulin aggregation turbidity, A650, 90 min; inhibition, % at 10 µM; 350,000 tested, 0.052% active;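 active means mean inhibition across replicates of 30% or more, whatever share of single replicates reach that level; inconclusive means mean inhibition below 30% while every single replicate reaches 30%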;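 further: absorbance from insulin aggregation driven by PDI reduction with DTT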
Target sequence (P07237 whole entry, looked up): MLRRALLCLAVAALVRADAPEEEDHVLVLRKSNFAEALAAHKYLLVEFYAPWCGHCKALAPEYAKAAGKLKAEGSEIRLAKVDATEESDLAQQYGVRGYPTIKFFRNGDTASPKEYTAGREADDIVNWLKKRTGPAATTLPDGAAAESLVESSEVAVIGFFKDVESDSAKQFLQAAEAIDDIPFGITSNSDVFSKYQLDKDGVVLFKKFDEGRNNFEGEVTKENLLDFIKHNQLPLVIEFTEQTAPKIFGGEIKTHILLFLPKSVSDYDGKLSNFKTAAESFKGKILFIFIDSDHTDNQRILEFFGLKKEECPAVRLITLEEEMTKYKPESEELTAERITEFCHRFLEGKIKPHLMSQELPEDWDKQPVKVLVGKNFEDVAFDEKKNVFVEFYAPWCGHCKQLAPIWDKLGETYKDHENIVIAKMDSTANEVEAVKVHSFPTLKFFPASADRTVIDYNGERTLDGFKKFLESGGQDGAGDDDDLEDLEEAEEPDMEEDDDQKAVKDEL
hiPSC survival: hiPSC single-cell survival enhancement; ATPlite luminescence; 100% = ROCK inhibitor wells, 0% = DMSO; survival enhancement, % at 20 µM; 360,000 tested, 0.044% active; in the data active means survival enhancement above about 18%;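 further: cells exposed to compounds for 16 hours before the ATP read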
MITF TRPM1 inh: reduces MITF-dependent TRPM1 promoter luciferase signal | SK-MEL-5 TRPM1 promoter luciferase, 24 h | inhibition, % at 12.5 µM | 330,000 tested, 0.83% active;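 active means mean inhibition across replicates of 60% or more, whatever share of single replicates reaches that level; inconclusive means some that reach 60%, reason not given; inactive means mean inhibition across replicates below 60%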; further: values of inactives mirror those of a sister screen read the other way
CaV13 ICDI inh: Primary screen for inhibitors of IQ motif and Ca2+-dependent inactivation inhibitor domain binding in CACNA1D, Förster resonance energy transfer in living cells, … | 340,000 tested, 0.098% active | HEK cells, CFP/YFP FRET ICDI-IQ, plate reader, 10 min; percent FRET-ratio fall versus neutral wells | inhibition, % at 12.3 µM | AID 743397;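 active means mean replicate inhibition of at least 30% and at least 1% of replicates passing that level; inconclusive means only one of the two criteria is met; inactive means neither criterion is met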;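 further: 0% = median of the neutral control wells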
Exocytosis inh: blocks lytic granule exocytosis. TALL-104 LAMP-1 surface exposure, flow cytometry; cells stimulated with thapsigargin and PMA. inhibition, % at 10 µM. 360,000 tested, 0.66% active. AID 651702;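 active means inhibition above about 55%, limit read from the data; inconclusive means no clear call, values can overlap the other calls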
HIF-2a inh: HIF-2a inhibition | 786-0 RCC cells HIF-2a reporter, luciferase luminescence, overnight | inhibition, % at 18.8 µM | 360,000 tested, 0.72% active;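 active means inhibition of the luminescence signal of 40% or more relative to plate controls, in a single-dose primary screen at 18.75 µM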
Vif imaging: blocks HIV Vif function | 340,000 tested, 0.35% active | HEK293T cells, Vif self-association by quenched fluorescence, imaging, 24 h | inhibition, % at 7.49 µM; in the data active means inhibition above about 50%, passing the limit was not always enough; inconclusive means no clear call, values can overlap the other calls; inactive means below about 31%; further: some results filed as inactive read as strong as hits
aDG glyco act: alpha-DG glycosylation activation. Pro5-aDG cells, alpha-DG glycosylation AlphaScreen (IIH6); 0% Pro5, 100% B10-LARGE cell signal. activation, % at 10 µM. 360,000 tested, 0.22% active. AID 624168;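 active means activation of at least 8% versus controls, or a plate z-score of at least 8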;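 further: Pro5 are CHO cells carrying HIG-tagged alpha-DG that lacks glycosylation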
NR2E3 ag-1: agonists of human nuclear receptor NR2E3; Q9Y5X4; AID 2300; 320,000 tested, 0.12% active; inhibition of corepressor binding, % at 4.78 µM; GST-NR2E3/biotin-RetCOR TR-FRET, 1536-well;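 active means percent inhibition above the cutoff of mean plus 3 SD of all tested compounds, set per screening campaign, cut at about 20% in these data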;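 further: 0% = DMSO wells and 100% = biotin wells as full block of FRET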
Target sequence (Q9Y5X4 whole entry, looked up): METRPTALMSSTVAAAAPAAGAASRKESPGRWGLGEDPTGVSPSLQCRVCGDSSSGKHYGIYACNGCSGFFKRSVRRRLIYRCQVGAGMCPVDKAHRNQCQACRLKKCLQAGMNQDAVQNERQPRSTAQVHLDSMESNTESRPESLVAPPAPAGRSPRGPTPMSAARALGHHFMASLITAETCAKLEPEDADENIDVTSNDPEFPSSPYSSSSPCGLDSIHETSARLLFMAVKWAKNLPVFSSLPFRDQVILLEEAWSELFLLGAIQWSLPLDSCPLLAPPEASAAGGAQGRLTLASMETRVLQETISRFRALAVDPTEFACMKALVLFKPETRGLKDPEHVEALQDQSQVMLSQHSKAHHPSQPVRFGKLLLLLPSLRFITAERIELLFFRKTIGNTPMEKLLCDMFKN
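Material – GST-tagged NR2E3 plus biotinylated RetCOR corepressor · Quantity – NR2E3 fusion 1.35 nM · Times – 5 h incubation at 4 °C · Medium – pH 7.5 Tris-based buffer · Technique – TR-FRET, Eu(K)-anti-GST donor, streptavidin-D2 acceptor, ex 340, em 617/671 nm · Benchmarks – high control biotin, low control 0.6% DMSO · Format – 1536-well plates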
NR2E3 ag-2: human photoreceptor-specific nuclear receptor agonism; Q9Y5X4; CHO-S Gal4-NCOR/VP16-NR2E3 two-hybrid, luciferase; inhibition of corepressor binding, % at 3.98 µM; 360,000 tested, 0.35% active; AID 602229;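 active means inhibition above the mean of all tested compounds plus 3 SD, cut at about 70% in these data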;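 further: 0% = DMSO with NR2E3 transfected cells and 100% = cells lacking NR2E3 construct; higher means lower luciferase signal from less NR2E3 corepressor binding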
An asterisk follows results filed as active; ? = inconclusive; / = no result given.

SMILES,NR2E3 ag-1,MITF TRPM1 inh,Exocytosis inh,CaV13 ICDI inh,Peg3 prom inh,PDI turbidity,hiPSC survival,aDG glyco act,Vif imaging,NR2E3 ag-2,HIF-2a inh
O=C(CCl)Nc1ccc(N=Nc2ccccc2)cc1,/,4,1,-5,107*,20,-5.7,0.5,-12,-55,-122
COc1ccccc1NCC(=O)c1ccc(Cl)cc1,1,6,5,-4,-3,0,-0.4,0.0,6,-5,-10
Cc1ccc2nc3sc(C(=O)NCc4ccco4)c(N)c3cc2c1,1,-59,-4,/,-263,-4,2.0,2.8,/,-125,-210
COc1ccccc1CNC(=O)COC(=O)c1cc(=O)c2ccccc2o1,/,4,0,-3,17,5,-2.5,-0.2,4,22,10
Cc1cccc(-c2ocnc2C(=O)Nc2ccccc2C(=O)N2CCCC2)c1,0,/,-13,-2,26,-1,0.2,0.0,14,-27,13
COC(=O)CN(c1ccccn1)S(=O)(=O)c1ccccc1,-1,4,-2,-4,7,-7,4.3,-0.1,1,21,9
COC(=O)CCn1nc(-c2ccc(Cl)cc2)c2ccccc2c1=O,1,-16,-2,-20,15,3,-0.2,0.1,1,20,23
CC(C)(C)c1ccc(/C=C/C(=O)N2CCc3ccccc3C2)cc1,-1,-13,-4,-10,-67,-4,-0.1,0.1,0,-16,-43
COc1ccc(C(=O)CN2C(=O)NC(C)(c3ccc(C)cc3)C2=O)cc1OC (stereo unspecified),-1,-3,-3,/,-12,-3,6.5,0.2,0,2,8
COCOc1cc(O)c(C(=O)/C=C/c2ccccc2)c(OCOC)c1,0,28,-2,/,95*,/,-3.3,0.0,?,4,37
COC(=O)n1ccc(C(=O)Nc2ccccc2F)n1,1,-16,-1,/,-60,7,0.6,-0.1,2,-23,-89
COc1ccc(C2(C)NC(=O)NC2=O)cc1OC (stereo unspecified),1,3,14,-3,12,-2,-0.2,0.0,-12,-13,4
O=C(CCc1nnc(CCCc2ccccc2)o1)NCCN1CCOC1=O,-3,-15,3,-3,-25,-6,0.2,-0.3,-6,-14,-26
Cc1c(Cc2ccccc2)c(=O)oc2c(C)c(OC(C)C(=O)N[C@@H](Cc3ccccc3)C(=O)O)ccc12 (stereo partly specified),0,/,5,/,15,/,-0.5,-0.3,4,-14,-7
Cc1cc(C)c(C(=O)COC(=O)c2ccc([N+](=O)[O-])o2)cc1C,-1,12,7,12,14,0,0.9,-0.2,3,-23,3
COc1cccc(N2CCN(CC(=O)c3c[nH]c4ccc(OC)cc34)CC2C)c1 (stereo unspecified),2,1,-2,-5,6,2,0.1,0.4,-3,5,11
COCC(=O)Nc1sc2c(c1C(=O)OC)CCC(C)C2 (stereo unspecified),0,-19,-4,-5,-6,-5,-1.5,0.8,-5,-23,-17
Cc1ccc(CNc2oc(-c3cccs3)nc2C#N)cc1,3,-5,-3,-13,-18,-1,0.6,0.0,15,-25,-51
CCOc1ccc(CNC(=O)c2ccc3c(c2)N(CC)CCS3)cc1,-1,8,-2,-5,14,/,1.0,-0.3,-4,-8,3
CC(C)CN(C(=O)CN(C)CC(=O)Nc1ccccc1C#N)c1c(N)n(CC(C)C)c(=O)[nH]c1=O,/,-1,4,-6,16,6,5.3,-0.3,17,3,22
CC1CCCN(C(=O)c2cccc(S(=O)(=O)NCc3ccccc3)c2)C1 (stereo unspecified),/,/,5,-12,0,18,0.3,-0.2,-4,3,9
CCCNS(=O)(=O)c1ccc(OCC(=O)N(C)Cc2ccccc2)cc1,4,11,-3,-5,-7,6,0.3,-0.2,6,-4,4
NC(=O)c1nn(CC(=O)Nc2ccc3c(c2)OCO3)cc1[N+](=O)[O-],4,-10,3,-4,-2,-1,0.2,-0.3,7,-6,12
O=c1ccn(CCCBr)c(=O)[nH]1,1,4,-10,-14,2,-2,0.3,-0.1,1,-13,2
O=C(CCc1nc2ccccc2c(=O)[nH]1)OCc1ccccc1F,-2,-6,-2,-6,0,-9,3.3,0.2,-5,13,13
CCc1nnc(NC(=O)C2Cc3ccccc3CN2S(=O)(=O)c2cccs2)s1 (stereo unspecified),0,-41,?,-6,-159,-2,3.7,-0.3,8,-21,-161
COC(=O)c1cccc(N2C(=O)C[C@](Sc3ccc(C)cc3)(C(=O)OC)[C@H]2c2ccccc2)c1,/,/,-4,-7,/,/,-1.7,-0.3,/,34,-11
COc1cccc(C2NC(=O)NC(O)(C(F)(F)F)C2C(=O)c2cccnc2)c1OC (stereo unspecified),0,-5,2,-6,7,2,3.0,-0.1,-5,1,9
CC(C)NC(=S)Nc1ccc2[nH]c(=O)[nH]c2c1,-2,-3,0,-2,-8,-3,-0.1,-0.1,-1,-6,5
CC(C)(C)c1ccc(/C=N/n2cnnc2)cc1,-3,5,4,-3,14,2,-0.3,0.0,7,-8,11
O=c1cc(-c2ccco2)oc2ccc(Cl)cc12,/,-45,-5,/,-125,11,-3.1,-0.1,9,-19,-198
CC(C)n1nc(C(=O)NCCc2ccc(S(N)(=O)=O)cc2)c2ccccc2c1=O,0,15,?,-4,0,9,-1.4,-0.2,0,-17,6
COC(=O)CN(c1ccccc1C)S(C)(=O)=O,-1,1,-2,-4,-72,-1,-1.4,0.0,-11,18,14
COc1cccc(NC(=O)NCc2c(-c3ccccc3)noc2C)c1,-3,12,-3,-3,15,7,-0.6,0.0,-14,2,9
O=C(Cc1c(C(=O)O)[nH]c2ccccc12)NC1CCCC1,0,10,3,-5,19,-16,1.5,-0.6,-1,-7,22
CCCC(=O)N1CCC1(C)C(=O)NS(=O)(=O)c1cccc(Cl)c1 (stereo unspecified),/,/,-3,-5,-1,-21,5.8,-0.1,/,-40,5
N#Cc1cc(C(=O)Cc2ccccc2)c[nH]1,2,-6,1,-3,-7,7,0.9,0.7,13,11,-13
NC(=Nc1ccc(Cl)cc1)c1ccccc1,0,-23,-1,-6,-54,-7,-0.3,0.7,-15,-26,-38
C=CCNC(=O)c1ccc2nc(-c3ccccc3)c(-c3ccccc3)nc2c1,1,3,-2,-5,24,3,-0.1,0.2,/,-26,6
O=C(NCC1OCCCN1S(=O)(=O)c1ccc(F)cc1)C(=O)NC1CCCC1 (stereo unspecified),-2,10,3,/,10,-27,-0.3,0.1,-4,-17,16

Some of the entries so far, with values under each structure:
Values run as follows: NR2E3 ag-1 | MITF TRPM1 inh | Exocytosis inh | CaV13 ICDI inh | Peg3 prom inh | PDI turbidity | hiPSC survival | aDG glyco act | Vif imaging | NR2E3 ag-2 | HIF-2a inh
- CCCNS(=O)(=O)c1ccc(OCC(=O)N(C)Cc2ccccc2)cc1
  4 | 11 | -3 | -5 | -7 | 6 | 0.3 | -0.2 | 6 | -4 | 4
- NC(=O)c1nn(CC(=O)Nc2ccc3c(c2)OCO3)cc1[N+](=O)[O-]
  4 | -10 | 3 | -4 | -2 | -1 | 0.2 | -0.3 | 7 | -6 | 12

More structures follow.
SMILES,NR2E3 ag-1,MITF TRPM1 inh,Exocytosis inh,CaV13 ICDI inh,Peg3 prom inh,PDI turbidity,hiPSC survival,aDG glyco act,Vif imaging,NR2E3 ag-2,HIF-2a inh
Cc1cc(C(=O)NCCc2ccc(S(N)(=O)=O)cc2)c(C)o1,1,-7,19,-2,-4,-4,0.3,0.0,9,32,12
O=C(COC(=O)[C@@H]1CC(O)CN1S(=O)(=O)c1ccccc1[N+](=O)[O-])Nc1ccc2ccccc2c1 (stereo partly specified),-3,0,-1,-5,-30,3,0.1,-0.3,-1,-29,-21
COc1ccccc1CNC(=O)c1n[nH]c2ccccc12,2,-21,1,-3,-69,-13,1.0,0.0,1,-44,-138
CC(=O)c1c(C)nc2ccc([N+](=O)[O-])cc2c1-c1ccccc1,7,4,3,-4,35,-4,0.1,0.0,-7,-5,22
O=[N+]([O-])c1ccc(CN2CC(N3CCC(Cc4ccccc4)CC3)CS2(=O)=O)cc1 (stereo unspecified),/,/,0,-6,38,3,-1.0,-0.1,-1,8,2
COc1cc2c(cc1OC)CN(c1ncccc1[N+](=O)[O-])CC2,-1,-88,-11,-5,-167,-3,0.1,-0.1,-15,-65,-176
O=C1c2ccccc2N[C@@H]2C=CC[C@@H]2N1O,/,1,0,-5,-8,-6,-2.9,-0.1,2,-22,-2
COc1cc2c(cc1OC)C(C)N(C(=O)c1cc3c(C)cc(C)cc3[nH]1)CC2 (stereo unspecified),2,38,4,-2,23,-5,-0.3,-0.3,/,-32,4
CC1=Nc2ccccc2N=C(NC(=O)CSC(=S)N2CCCCC2)C1c1ccccc1 (stereo unspecified),0,11,15,-4,19,8,-0.5,0.2,-8,-12,18
Cn1c(=O)cc(OCCCC(=O)NCc2ccc3c(c2)OCO3)c2ccccc21,5,/,2,-6,-6,/,0.2,-0.1,12,17,3
Cc1occc1-c1nnc(SCC(=O)c2cc3ccccc3oc2=O)o1,-1,8,-3,-6,17,-3,4.3,-0.1,-5,-17,-6
O=C(N/C(=C\c1ccco1)C(=O)N1CCCC1)c1cccs1,-1,-2,1,-3,4,2,7.0,-0.1,0,-2,15
C[C@@H]1CN([C@@H](C)CO)C(=O)c2cccc(NC(=O)c3nc4ccccc4s3)c2O[C@@H]1CN(C)CC1CC1,/,0,6,-6,-13,8,-0.3,-0.2,4,-42,-19
CCOc1ccc(C(=O)NCCNC(=O)c2ccc(OCC)cc2)cc1,3,2,2,-4,-23,-1,-0.6,0.2,-2,-19,13
CC(Sc1nc(N)cc(=O)[nH]1)C(=O)NNC(=O)c1cccc(Cl)c1 (stereo unspecified),4,1,-2,-2,-3,-5,-0.1,-0.1,0,-55,3
COc1cccc(-c2cc(C(F)(F)F)nc(-n3cncn3)n2)c1,3,1,-1,-3,1,-9,3.4,0.0,2,9,1
Cc1ccc(Cc2c(-c3ccco3)nc3c4ccccc4ccn23)cc1,/,/,58*,-3,-174,/,-2.9,0.0,/,38,-90
Cn1c(CCC(=O)Nc2ccccc2F)nnc1SCC(=O)Nc1ccccc1Cl,3,6,-4,-4,4,-15,-0.5,0.3,3,-13,7
COc1cc(C(=O)N2C(=O)CCC2=O)cc(OC)c1OC,0,8,-5,-3,17,4,-0.1,-0.1,-4,-22,13
COc1ccccc1-n1c(=O)c2c3c(sc2n2c(SC)nnc12)CCC3,-2,-3,0,/,13,13,-0.4,0.2,1,-28,17
Cc1csc(NC(=O)Cn2nc(C)c([N+](=O)[O-])c2C)n1,8,-7,-7,-4,-2,-3,0.2,0.4,-4,1,7
O=S(=O)(/N=C(\c1ccccc1)N1CCOCC1)c1ccc(Cl)cc1,1,-2,5,-4,12,-6,-0.6,0.2,-2,-1,15
C[C@H](CO)N1C[C@H](C)[C@@H](CN(C)C(=O)C2CC2)OCc2cnnn2CCCC1=O,/,/,-4,-6,-9,7,2.4,-0.4,/,-18,11
CCC(C(=O)NCCC1=CCCCC1)c1ccccc1 (stereo unspecified),-2,4,-5,-4,5,2,-0.4,0.1,-1,23,11

Screens from PubChem BioAssay.
